# SRC2 inh = human SRC2 (NCOA2) inhibition | inhibition, % at 9 µM | Q15596 | 0.17% of 370,000 active | HEK293 GAL4-SRC2 luciferase reporter, luminescence;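 active = inhibition above the mean inhibition of all tested compounds plus 3 SD, set per campaign, cut at about 52% in these data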;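 also: 0% = DMSO treated cells and 100% = cells given Gossypol at 36 µM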
# SRC1 inh = human NCOA1 inhibition; Q15788; HEK293 GAL4-SRC1 luciferase reporter, luminescence; inhibition, % at 3.6 µM; 0.12% of 360,000 active;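 active = inhibition above the campaign mean plus 3 SD, with each screening campaign given its own cutoff, cut at about 60% in these data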;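 also: 0% = DMSO treated cells and 100% = gossypol at 36 µM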
# TLR9-MyD88 inh = inhibitors of human TLR9-MyD88 binding. Q9NR96+Q99836. CHO BLA complementation TLR9-MyD88, CCF4 FRET ratio. inhibition, % at 4.98 µM. 0.21% of 340,000 active;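 active = inhibition above the mean over all tested compounds plus 3 SD, cut at about 21% in these data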;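 also: 0% = DMSO only wells and 100% = clavulanate BLA inhibitor control wells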
# NCOA3 inh = inhibits human SRC3 coactivator; HEK293 GAL4-SRC3 luciferase reporter, luminescence; 0.17% of 360,000 active; AID 588352; inhibition, % at 3.6 µM; Q9Y6Q9;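 active = inhibition above a per-campaign cutoff, the mean of all compounds plus 3 SD, cut at about 60% in these data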;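 also: 0% = DMSO-treated cells and 100% = gossypol-treated cells at 36 µM; higher means less SRC3-driven luciferase light from the GAL4 reporter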
# NOD2-RIPK2 inh = NOD2-RIPK2 protein interaction inhibition | CHO BLA complementation NOD2-RIPK2, CCF4 ratio | inhibition, % at 4.98 µM | 0.38% of 360,000 active; in the data active = inhibition above about 21%;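 also: 0% = vehicle only and 100% = reference blocker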
# Target sequence (O43353 whole entry, looked up): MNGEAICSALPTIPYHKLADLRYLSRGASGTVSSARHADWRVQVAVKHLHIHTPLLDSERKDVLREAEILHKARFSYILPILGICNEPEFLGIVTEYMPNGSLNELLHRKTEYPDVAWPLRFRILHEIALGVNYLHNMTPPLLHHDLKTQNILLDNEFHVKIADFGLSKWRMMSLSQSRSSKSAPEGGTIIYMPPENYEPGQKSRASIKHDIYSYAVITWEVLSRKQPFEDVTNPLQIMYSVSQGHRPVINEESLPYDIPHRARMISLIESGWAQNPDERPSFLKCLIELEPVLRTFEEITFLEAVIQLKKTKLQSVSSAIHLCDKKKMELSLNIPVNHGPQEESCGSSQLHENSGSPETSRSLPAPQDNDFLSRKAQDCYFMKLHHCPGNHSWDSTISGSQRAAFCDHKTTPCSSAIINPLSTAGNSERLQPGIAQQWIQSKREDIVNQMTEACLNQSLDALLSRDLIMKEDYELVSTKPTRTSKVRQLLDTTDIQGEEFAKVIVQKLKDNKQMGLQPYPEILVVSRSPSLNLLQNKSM
# COUP-TFII inh = inhibitors of human COUP-TFII (NR2F2) | P24468 | HEK293T NGFI-A luciferase reporter, luminescence | inhibition, % at 8.6 µM | 0.7% of 370,000 active | AID 686940;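 active = inhibition above a per-plate cutoff, mean inhibition of test wells between control levels plus 3 SD, cut at about 38% in these data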;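 also: cells cotransfected with COUP-TFII expression vector driving the NGFI-A reporter; 0% = median of COUP-TF2 test wells and 100% = reporter-only cells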
# Target sequence (P24468 whole entry, looked up): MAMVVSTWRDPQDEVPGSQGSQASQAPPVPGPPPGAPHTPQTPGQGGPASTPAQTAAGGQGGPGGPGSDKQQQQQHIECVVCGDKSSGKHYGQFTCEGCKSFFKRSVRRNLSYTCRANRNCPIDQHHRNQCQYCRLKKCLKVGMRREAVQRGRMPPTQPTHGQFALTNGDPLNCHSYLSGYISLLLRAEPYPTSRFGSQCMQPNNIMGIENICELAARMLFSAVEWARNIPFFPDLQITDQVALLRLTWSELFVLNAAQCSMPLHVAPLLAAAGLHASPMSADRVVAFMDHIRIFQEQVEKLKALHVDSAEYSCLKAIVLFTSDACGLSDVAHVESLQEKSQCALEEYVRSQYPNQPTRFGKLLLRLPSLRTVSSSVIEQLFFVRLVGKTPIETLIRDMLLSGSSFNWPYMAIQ
# Vif imaging = inhibitors of HIV Vif. HEK293T cells, Vif self-association by quenched fluorescence, imaging, 24 h. inhibition, % at 7.49 µM. 0.35% of 340,000 active; in the data active = inhibition above about 50%, passing the limit was not always enough; also: some results filed as inactive read as strong as hits
# NR5A2 inv ag = suppresses constitutive activity of human LRH-1. O00482. HEK293T StAR-luciferase reporter, LRH-1 transfected, 24 h. inhibition, % at 3.6 µM. 0.13% of 360,000 active. AID 602396;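 active = inhibition above the mean inhibition of all tested compounds plus 3 SD, cut at about 73% in these data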;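 also: 0% = DMSO wells and 100% = reporter-only cells lacking LRH-1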
# TROY signal inh = TROY signaling inhibition. Q293 LMP1-TROYcd NF-kB luciferase reporter, 4 h. AID 1347056. inhibition, % at 10 µM. 0.98% of 360,000 active;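 active = compounds whose plate-normalised and pattern-corrected inhibition of the luciferase reporter signal at the single screening dose is 50% or more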
# C8 TRAIL sens = caspase-8 TRAIL sensitization | NB7+C8 cells + TRAIL, ATPlite viability luminescence | inhibition (viability loss, TRAIL sensitization), % at 10 µM | 1% of 360,000 active;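 active = compounds causing at least 50% loss of cell viability in the single-dose screen, relative to plate controls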
# LMP1 NFkB inh = inhibitors of Epstein-Barr LMP1-induced NF-kappaB reporter; LMP1-induced NF-kappaB luciferase reporter cells, luminescence; 0.69% of 350,000 active; AID 504558; inhibition, % at 12.5 µM; in the data active = inhibition above about 41%;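 also: 0% = neutral control wells and 100% = reference inhibitor control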
# * = called active by the depositor; . = no result given. Not all compounds are listed; the hit share may differ from the screen's.
entry	structure	NOD2-RIPK2 inh	COUP-TFII inh	NCOA3 inh	SRC1 inh	TLR9-MyD88 inh	NR5A2 inv ag	LMP1 NFkB inh	C8 TRAIL sens	Vif imaging	TROY signal inh	SRC2 inh
1	Cc1cccc(C(CC(=O)NCc2ccco2)c2ccccc2)c1O (centres undefined)	-4.9	11.6	6.7	-5.2	4.0	-16.4	-2.4	-4.5	9.6	27.9	-7.7
2	O=[N+]([O-])c1cnn(-c2nc(-c3ccco3)cc(C(F)(F)F)n2)c1	-11.9	-4.7	-2.6	-3.0	-0.4	5.7	-2.9	-2.5	-4.4	-4.6	13.9
3	CSc1nc(-c2ccc(C)cc2)nc(C(Cl)Cl)n1	-3.6	.	-0.3	-26.2	-2.1	-24.7	60.5*	-4.5	3.5	1.3	.
4	COc1ccc([C@H]2C[C@@H](n3cc(-c4ccc(F)cc4)nn3)[C@H](O)CN2CC2CCCCC2)cc1	10.8	-2.4	-15.5	-11.1	12.8	-53.0	-24.9	16.6	5.0	-41.4	-11.0
5	C=CCCC(=O)N1C[C@H]2CON(C)[C@H]2C[C@H]1c1ccc(-n2ccnc2)cc1	3.4	-16.3	19.6	11.6	.	-5.0	.	-16.5	0.8	-9.4	-7.8
6	O=C(NCc1ccco1)c1cnn2c(C(F)(F)F)cc(-c3ccccc3)nc12	-2.9	8.6	-18.2	18.4	-0.1	22.7	1.0	-8.0	-4.6	4.0	4.5
7	CC1CCCCC1NC(=O)CSc1nnnn1C (centres undefined)	-0.4	-7.1	17.1	-3.3	0.9	1.9	-2.7	-2.4	2.6	-15.6	-12.8
8	CCC(C)N1C(=O)N(C)C2NC(=O)NC21 (centres undefined)	-1.6	5.7	3.5	-10.9	-1.8	-10.6	5.5	-11.6	11.8	-3.0	6.1
9	Cn1c(SCC(=O)N2CCOCC2)nnc1-c1ccc(Cl)cc1Cl	-7.6	8.9	5.4	12.6	3.8	4.1	-0.5	-4.0	-0.1	-8.4	9.9
10	CCc1nc2c(OCc3ccc(F)cc3)cccn2c1N(C)C(=O)C(C)C	-8.7	3.7	-19.2	-0.2	.	6.0	.	-4.6	5.4	7.3	-8.9
11	Cc1ccc2c(c1)Oc1ccc(NC(=O)CCCl)cc1C(=O)N2	-2.8	3.9	25.5	-13.3	2.6	-3.8	6.3	-33.9	1.7	7.2	-1.9
12	CCc1cccc(CC)c1NC(=O)C1CC(=O)N(c2ccc3c(c2)OCCO3)C1 (centres undefined)	0.9	-1.7	0.2	15.7	5.6	-6.5	2.6	-33.6	2.4	21.8	22.4
13	COc1ccc(CNC(=O)c2cccc(-c3ccc(C)c4ccccc34)n2)cc1	-10.6	.	-35.1	-2.6	-5.8	-24.2	0.9	22.1	.	8.2	.
14	CCC/C(O)=C1\C(=O)CCCC1=NCCc1c(C)[nH]c2ccc(C)cc12	-5.4	-15.0	9.2	1.3	2.9	12.0	0.7	-8.9	-2.2	-2.0	7.7
15	O=C(CSc1ccc(Cl)cc1)Nc1cccc(-c2nnc(-c3ccco3)o2)c1	-7.9	-1.6	-9.9	-24.8	11.6	-5.6	9.7	12.0	-5.7	-26.3	-0.4
16	Cc1ccc(CN2C(=O)CCC2C(=O)NCCN2CCOCC2)cc1 (centres undefined)	2.6	-3.7	-9.3	-9.6	-4.2	-10.4	-4.2	-10.8	-0.7	-0.2	-16.5
17	COC(=O)C1=CN(c2ccc(F)cc2)C=C(C(=O)OC)C1c1ccc([N+](=O)[O-])cc1	-3.1	9.8	7.1	-2.9	-12.6	-9.9	7.3	12.8	-10.4	42.0	-15.2
18	COCc1ccc(C(=O)NC2CC(C)(C)Cc3c2cnn3-c2ccc(OC)cc2)o1 (centres undefined)	-4.4	-3.1	19.9	11.5	-4.0	8.1	2.0	24.9	-4.3	-13.2	1.0
19	CCOC(=O)C1=C(C)N(CCC(=O)O)C(=O)NC1c1ccccc1Cl (centres undefined)	-5.1	-6.1	-3.6	-16.2	-4.4	-1.8	-0.2	-0.4	-5.0	2.0	5.2
20	O=C(CS(=O)(=O)c1ccccc1)N1CCc2ccccc21	4.5	-43.5	-65.2	-72.0	-11.8	-64.0	-18.2	2.5	.	-29.0	-56.5
21	O=C(CSc1nc2c(cnn2-c2ccccc2)c(=O)[nH]1)c1ccc(Cl)cc1	-12.6	1.4	13.9	-5.8	14.7	3.0	6.3	-10.5	5.2	-5.2	-13.5
22	Cc1ccc2nc(-c3ccccc3)cc(C(=O)N3CCN(c4ccccc4O)CC3)c2c1	0.0	-10.4	6.8	-18.9	-5.3	5.5	-1.0	16.3	6.7	-30.7	6.4
23	CCOc1ccc(S(=O)(=O)N2CCN(Cc3ccc4c(c3)OCO4)CC2)cc1C	-5.2	13.4	4.0	-2.2	1.9	-5.4	2.6	-12.3	4.3	16.2	-16.2
24	O=C1NCC2=C1C(c1ccc(Br)cc1)Nc1ccccc1N2 (centres undefined)	-1.1	-16.4	-43.5	-66.3	-4.1	-58.0	-8.7	1.8	-7.7	-61.8	-29.1
25	CC1CCCN(C(=O)c2ccc(CNc3c(N4CCCCC4)c(=O)c3=O)cc2)C1 (centres undefined)	11.8	-0.7	-5.0	2.5	-0.4	24.8	-1.3	6.1	-1.4	-9.5	-33.3
26	Cc1ccc(N(Cc2ccccc2)C(=O)c2ccc(C)c(S(=O)(=O)N3CCOCC3)c2)cc1	-10.1	8.9	-3.6	-2.1	-6.0	0.1	-6.3	9.4	-9.1	7.1	-30.0
27	CC(O)(c1ccccc1)c1nc(-c2ccc(Cl)cc2)cs1 (centres undefined)	-12.0	-8.6	-3.0	-5.3	.	37.7	.	-8.8	-16.0	-1.1	2.1
28	CCSc1nc2c(cnn2-c2ccc(C)cc2)c(=O)[nH]1	-0.6	-32.0	0.4	-1.1	-0.2	-8.1	7.4	0.2	-0.5	-2.4	-7.1
29	COCCCN1C(=O)c2ccc(C(=O)OCC(=O)NCCc3ccccc3)cc2C1=O	-7.6	13.7	8.1	-13.9	8.1	11.4	-0.2	-12.2	-3.1	12.2	18.9
30	COc1ccc(-n2cc(-c3ccccc3)c3c(N4CC(C)OC(C)C4)ncnc32)cc1 (centres undefined)	2.1	-4.5	19.6	-15.8	0.7	-10.3	9.3	-9.4	1.6	32.1	14.6

# Limited to TLR9-MyD88 inh, C8 TRAIL sens and LMP1 NFkB inh, for 2 of the compounds above:
no. | compound | TLR9-MyD88 inh | C8 TRAIL sens | LMP1 NFkB inh
7 | CC1CCCCC1NC(=O)CSc1nnnn1C (centres undefined) | 0.9 | -2.4 | -2.7
8 | CCC(C)N1C(=O)N(C)C2NC(=O)NC21 (centres undefined) | -1.8 | -11.6 | 5.5

# The results go on:
entry	structure	NOD2-RIPK2 inh	COUP-TFII inh	NCOA3 inh	SRC1 inh	TLR9-MyD88 inh	NR5A2 inv ag	LMP1 NFkB inh	C8 TRAIL sens	Vif imaging	TROY signal inh	SRC2 inh
31	Cc1ccc(C)c(NC(=O)C2CCCN(c3cnccn3)C2)c1 (centres undefined)	-5.9	1.3	-3.9	-12.5	6.0	12.4	2.2	-4.7	-3.5	6.1	3.0
32	CC1CCN(C2(O)C(=O)Nc3ccc(Cl)cc32)CC1 (centres undefined)	1.5	14.7	4.6	16.1	-2.1	-6.0	-7.7	-6.8	-1.9	6.4	-4.7
33	COc1cccc(-c2cnc(C(O)c3ccc(F)c(F)c3)[nH]2)c1 (centres undefined)	-14.1	-6.3	-21.5	-28.6	.	-10.7	.	-12.1	-4.5	-9.5	-27.3
34	O=C(COC(=O)C1CC(=O)N(CCc2ccccc2)C1)c1ccc[nH]1 (centres undefined)	0.9	-0.1	-4.3	-27.1	-3.5	-13.7	5.0	-9.7	-0.9	7.0	0.1
35	O=C(CSc1ccc2nnc(-c3ccncc3)n2n1)NCc1ccco1	2.2	12.9	-3.4	1.0	-11.5	3.9	-2.0	10.8	-9.8	-1.8	-51.0
36	Cn1nc(C(=O)OCC(=O)Nc2ccc(S(N)(=O)=O)cc2)c2ccccc2c1=O	0.9	-1.4	5.7	-11.6	4.3	-14.8	-1.2	-6.6	-1.2	24.9	10.6
37	Cc1ccc(S(=O)(=O)N2CCCC(C(=O)NCC3CCCO3)C2)cc1 (centres undefined)	-2.3	-3.7	-0.7	7.8	4.5	-0.3	-1.3	13.5	0.5	0.3	4.7
38	COc1ccccc1C(=O)N1CCCC(c2nc(-c3cc(OC)c(OC)c(OC)c3)no2)C1 (centres undefined)	3.1	5.1	8.7	3.2	-1.3	2.3	6.1	15.2	-6.4	13.8	4.8
39	Cc1cc2nc(SCC(=O)Nc3nonc3C)c3c(c2cc1C)CCCC3	-1.9	9.7	5.8	-16.9	4.5	6.9	5.1	-30.6	-7.7	-1.0	-17.0
40	CC(=O)c1cccc(-n2nnnc2SCC(=O)N2CCCC2)c1	-15.2	-3.7	-7.8	3.7	-8.7	5.7	4.7	-9.8	-9.5	8.1	-7.8
41	O=C(CN1CCC(C(=O)c2ccc3c(c2)OCCO3)CC1)NC1CCCC1	0.9	-12.0	2.4	-2.7	-9.8	10.4	-5.9	6.3	-0.8	-26.0	-2.8
42	COc1ccc(CC(=O)Nc2ccccc2C(F)(F)F)cc1S(=O)(=O)N1CCOCC1	-7.0	12.0	23.6	-11.3	-8.2	10.4	-5.3	5.7	8.0	8.6	-9.2
43	COC1CCN(Cc2c(C(=O)N3CCN(C4CCCCC4)CC3)nc3ccccn23)CC1	-1.2	.	-3.9	-1.1	-9.7	1.3	-0.1	5.6	2.0	2.3	.
44	COc1cc(OC)cc(C(=O)N2CCC(C(=O)N3CCOCC3)CC2)c1	1.9	-18.6	0.7	-9.5	4.8	10.3	2.4	-4.1	15.0	-13.4	6.4
45	O=c1[nH]c2ccc(NCc3ccc(OCc4ccccc4Cl)cc3)cc2[nH]1	-2.0	-12.1	-24.1	-56.6	-0.6	-8.6	30.4	-6.5	0.8	-31.8	-39.8
46	O=C(CN(C(=O)C1CSC(=O)C1)c1cccc(F)c1)NCc1ccc2c(c1)OCO2 (centres undefined)	-3.8	1.3	-1.3	-15.6	-0.2	5.2	-2.6	-9.3	1.1	-14.6	-17.2
47	CCCC(c1nnnn1CCc1ccccc1)N1CCN(C2CCCC2)CC1 (centres undefined)	2.2	-20.4	-6.7	6.9	5.1	-4.6	-6.4	-4.8	2.7	14.6	-23.9
48	CCOC(=O)CC1CCCCN1Cc1cn[nH]c1-c1ccc(F)cc1F (centres undefined)	7.1	-17.5	13.3	1.8	1.0	5.5	-2.0	-24.5	-2.4	10.0	-17.5
49	O=C(NN1C(=O)C2C3CCC(O3)C2C1=O)c1ccco1 (centres undefined)	-1.2	-20.9	1.0	19.5	3.9	33.0	-3.0	19.3	-14.7	15.1	13.5
50	COc1cccc(/C=N/NC(=O)CC(C)O)c1OC/C=C/c1ccccc1 (centres undefined)	0.8	-5.7	4.4	2.9	0.4	4.4	12.6	7.5	-3.2	13.8	-4.1
51	CN1CCN(c2nc(-c3ccccc3)nc(-c3ccccc3)c2C#N)CC1	6.0	14.7	-1.6	-5.6	-1.6	4.5	-4.6	-5.8	-0.5	-10.5	1.0
52	Cc1ccc(S(=O)(=O)CCC(=O)NCc2ccccc2Cl)cc1	1.8	7.2	8.3	2.5	0.8	-4.2	-10.7	-3.4	2.4	14.1	6.6

# Compound activity (PubChem)
